# Source: PubChem
# ERG-DNA inh – qHTS for Small Molecule Inhibitors of the ERG Ets/DNA interaction; Transcriptional regulator ERG (Homo sapiens), P11308; fluorescence polarization, His-ERG Ets domain / labelled DNA; Potency, µM (doses to about 76.9 µM), inactives show at the highest dose FP activity, negative = inhibition, actives largely listed as inhibitors; 0.028% of 370,000 active; AID 624246, 2012; active = well fitted inhibition curve with a large enough effect in the polarisation, with a control signal flat; inconclusive = small, poorly fitted or top-dose-only effect, or effect the other way, or a change in a side signal; inactive = no such curve, though single readings can be large or run the other way; the % refers to the polarisation;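 also: polarization taken with two DNA probes labelled with fluorescein and Texas red; potency is read from the fitted curve at half-maximal effect; % of control where 0% means no effect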
#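 His-tagged ERG Ets domain (1 uM in the protein solution; 300mM KCl, 50mM Tris-HCl, 1mM EDTA, 1mM DTT, pH 7.5) received compound, then a probe mix of 5 nM fluorescein-DNA and 100nM Texas-615-DNA. Fluorescence polarization was read for both dyes.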
# RGS4 inhibitor – Inhibitors of Regulator of G Protein Signaling (RGS) 4: qHTS; Regulator of G-protein signaling 4 (Homo sapiens), P49798; Transcreener GDP fluorescence polarization, RGS4-accelerated GTP hydrolysis; Potency, µM (top dose mostly 114 µM), for inactives: at the highest dose activity change, negative = inhibition, usual class: inhibitors; 0.039% of 390,000 active; AID 504845, 2011; also: potency is read from the fitted curve at half-maximal effect; % is scaled to controls: 0 for no effect and ±100 for the full control effect; nearly all actives have a fitted effect of over 75% in size; some results filed as inactive show a strong effect at the top dose
# Target sequence (P49798 whole entry, looked up): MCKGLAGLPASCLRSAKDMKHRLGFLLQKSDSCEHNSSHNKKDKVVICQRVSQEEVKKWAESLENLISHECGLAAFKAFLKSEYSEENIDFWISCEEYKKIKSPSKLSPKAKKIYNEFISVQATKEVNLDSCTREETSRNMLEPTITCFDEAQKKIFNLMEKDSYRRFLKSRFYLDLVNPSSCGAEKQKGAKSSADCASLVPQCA
#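 MLSMR compounds (23 nl, pin-transferred) preincubated 10 min at room temperature with a 500nM (2x) first reagent, then RGS4 at 900nM (2x) plus Transcreener GDP mix added; fluorescence polarization (620/688 nm) read before and after 90 min at 30 °C.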
# 12-LOX inh – Primary qHTS assay for inhibitors of human arachidonate 12S-lipoxygenase (ALOX12): Round 2 | Potency, µM (titrated, usually from 108 µM), inactives show at the top dose activity change, negative = inhibition, actives largely listed as inhibitors | 1.1% of 580,000 active | purified 12hLO, xylenol orange hydroperoxide absorbance | Polyunsaturated fatty acid lipoxygenase ALOX12 (Homo sapiens), P18054; also: potency is read from the fitted curve at half-maximal effect; % is scaled to controls: 0 for no effect and ±100 for the full control effect
#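 Hydroperoxide product was detected by ferrous iron/xylenol orange as the 573 to 405 nm absorbance ratio. Arachidonic acid at 40 uM (final) was turned over for 30 min at room temperature by 150 nM human 12hLO, pH 7.0 Hepes buffer, after 15 min compound preincubation.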
# Pol kappa inh – qHTS for Inhibitors of Polymerase Kappa; purified Pol kappa, fluorescent DNA synthesis assay, 10 min; 0.53% of 400,000 active; DNA polymerase kappa (Homo sapiens), Q9UBT6; Potency, µM (titrated, usually from 107 µM), without a hit: top-dose activity, negative = inhibition, actives largely listed as inhibitors; also: potency is read from the fitted curve at half-maximal effect; % is scaled to controls: 0 for no effect and ±100 for the full control effect
#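 10 nM Pol kappa preincubated 15 min at room temperature with compounds, then reaction started with substrate at 50 nM final. Fluorescence read kinetically at 0 and 10 min; buffer-only wells served as negative control.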
# Pol eta inh – qHTS for Inhibitors of Polymerase Eta | recombinant Pol eta, fluorescent DNA replication assay | 1.2% of 390,000 active | Potency, µM (highest dose often 114 µM), for inactives: at the highest dose activity change, negative = inhibition, most hits filed as inhibitors | DNA polymerase eta (Homo sapiens), Q9Y253; also: potency is read from the fitted curve at half-maximal effect; % is scaled to controls: 0 for no effect and ±100 for the full control effect
#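 Fluorescent replication assay: 50 nM final substrate added after a 15 min room-temperature compound preincubation with 10 nM enzyme. Signal taken at 0 min and again at 10 min.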
# Pol beta inh – qHTS Assay for Inhibitors of DNA Polymerase Beta; Potency, µM (top dose mostly 114 µM), for inactives: top-dose activity change, negative = inhibition, usual class: inhibitors; Pol beta primer extension/strand displacement, fluorescence kinetic; P06746; AID 485314, 2010; 1.3% of 340,000 active; also: potency is read from the fitted curve at half-maximal effect; % is scaled to controls: 0 for no effect and ±100 for the full control effect
#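 Preincubation: enzyme (10 nM) with compound, 15 min, RT. Reaction: substrate added to 50 nM final. Reads: 0 and 10 min. Analysis: normalized, Hill fit.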
# APE1 inh – qHTS Assay for Inhibitors of the Human Apurinic/apyrimidinic Endonuclease 1 (APE1); DNA repair nuclease/redox regulator APEX1 (Homo sapiens), P27695; recombinant APE1, TAMRA/BHQ-2 abasic DNA cleavage fluorescence; Potency, µM (series often up to 65.8 µM), without a hit: at the highest dose activity change, negative = inhibition, hits mostly inhibitors; 0.35% of 350,000 active;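 also: potency is read from the fitted curve at half-maximal effect; plate controls were vehicle for no effect and reference inhibitor for full effect; nearly all actives have a fitted effect of over 55% in size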
# Target sequence (P27695 whole entry, looked up): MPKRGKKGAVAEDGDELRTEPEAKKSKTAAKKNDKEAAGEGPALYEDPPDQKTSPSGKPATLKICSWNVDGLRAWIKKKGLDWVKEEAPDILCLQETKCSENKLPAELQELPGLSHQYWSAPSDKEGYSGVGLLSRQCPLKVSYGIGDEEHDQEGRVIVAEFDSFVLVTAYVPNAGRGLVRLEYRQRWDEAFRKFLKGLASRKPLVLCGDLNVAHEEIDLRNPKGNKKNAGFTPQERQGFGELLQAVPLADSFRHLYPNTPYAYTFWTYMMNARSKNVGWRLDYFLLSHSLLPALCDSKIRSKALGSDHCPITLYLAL
#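 Substrate: short duplex with […] THF abasic site, 5'-TAMRA and 3'-BHQ-2, 50 nM final. APE1 at 0.75 nM, preincubated 15 min RT with compound. Fluorescence increase from first to third read measured activity.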
# LDHA block – qHTS assay for inhibitors of human lactate dehydrogenase. 0.15% of 480,000 active. purified LDHA, NADH/diaphorase-resazurin fluorescence; active compounds read low. activity change, % (values are at about 110 or 230 µM); in the data active = activity change below about -30%; inconclusive = mostly about -25% to -30%;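 also: plate controls were DMSO wells for no effect and wells without enzyme for full effect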
#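 Human LDH5 (2 nM) was incubated with 0.06 mM NADH and 0.2 mM pyruvate for 5 min at room temperature in Tris pH 7.4. Remaining NADH was coupled through diaphorase/resazurin, and resorufin fluorescence was read at 0 and 20 min.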
# Anesthetic bind – qHTS Assay for Identification of Novel General Anesthetics. 0.074% of 350,000 active. Ferritin light chain (Equus caballus), P02791. AID 485281, 2010. apoferritin/1-aminoanthracene competitive binding, fluorescence. Potency, µM (highest dose often 77.5 µM), for inactives: top-dose activity change, negative = displacement, usual class: inhibitors; also: potency is read from the fitted curve at half-maximal effect; % is scaled to controls: 0 for no effect and ±100 for the full control effect; nearly all actives have a fitted effect of over 20% in size
# Target sequence (P02791 2-175 limits assumed): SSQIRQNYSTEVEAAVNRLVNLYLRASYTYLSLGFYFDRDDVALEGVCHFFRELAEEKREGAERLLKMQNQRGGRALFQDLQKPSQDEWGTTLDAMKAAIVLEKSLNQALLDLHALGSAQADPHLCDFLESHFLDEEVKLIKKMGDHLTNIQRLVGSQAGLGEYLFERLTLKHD
#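 In PBS, apoferritin at 10 uM is loaded with 1-AMA from a 50% saturated solution. After 10 min of compound exposure at ambient temperature, reduced 535 nm fluorescence indicates probe displacement.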
# * marks the source's active call; other numbers are inactive results; ? = inconclusive; · = not tested or not shown; & = joins results of further samples; [ ] = remark or other dose. Unless noted, calls follow the shape of the dose curve; as a rule, active = well fitted curve in the direction sought with a large enough effect; inconclusive = small, poorly fitted or top-dose-only effect, or another doubt; inactive = no such curve, though single readings can be large; an effect the other way counts as inactive or inconclusive. The list is partial, so the mix of outcomes need not match the whole.
no.	SMILES	ERG-DNA inh	RGS4 inhibitor	12-LOX inh	Pol kappa inh	Pol eta inh	Pol beta inh	APE1 inh	LDHA block	Anesthetic bind
1	COc1ccc(CN2CCN(c3ncccn3)CC2)c(OC)c1	4%	5%	?	-22%	-1%	4%	-4%	-13	-8%
2	O=C1C(=O)N(CCS(=O)(=O)c2ccccc2)c2ccccc21	0%	-5%	15%	5%	-16%	7%	57%[activator]	6	7%
3	CC1CC(C)CN(S(=O)(=O)c2ccc(C(=O)N3CCCC3)cc2)C1 (stereo not given)	-4%	-3%	6%	-25%	-4%	10%	4%	-5	-2%
4	COC(=O)[C@@]1(Cc2ccc(OC)cc2)[C@H]2c3cc(C(=O)N(C)C)n(C[C@H](O)CO)c3C[C@H]2CN1C(=O)c1ccccc1	2%	5%	?	1%	-1%	-1%	?	-6	-16%&-9%
5	CCC(C(=O)NCc1ccco1)n1nc(C)c2c(C)n(-c3ccccc3)nc2c1=O (stereo not given)	2%	15%[11.4 µM]	0%	-17%	-8%	1%	7%	-7	-6%
6	O=C(O)CN1C(=O)CNC1=O	-2%	10%	0%	-3%	-16%	16%	0%	-5	-1%
7	COc1ccc(C(NC(C)=O)c2nccc3cc(OC)c(OC)cc23)cc1OC (stereo not given)	0%	-1%	214%[activator]	9%	1%	18%	12%	3	1%
8	O=C(CCN(NC(=O)c1ccccc1)C1=NS(=O)(=O)c2ccccc21)NC1CCCCC1	-1%	-17%	21%	1%	-16%	1%	9%	-10	-7%
9	O=[N+]([O-])c1cc(-c2ccc(/C=N/c3nc4ccccn4c3-c3ccco3)o2)ccc1Cl	1%	-47%	?	?	?	?	8%	8	?
10	COc1cccc(/C=N/Nc2nc3ccccc3[nH]2)c1OC	-2%	2%	121%[activator]	-3%	-2%	-3%	3%	-9	77%[activator]
11	Cc1cccc(-c2cc(C(=O)NCc3ccccn3)c3ccccc3n2)c1	·	15%	37%&-13%[activator]	-3%	-8%	18%	10%	-12&-1	-7%
12	O=C(c1cc(Cl)nc2ccccc12)N1CCN(Cc2ccc3c(c2)OCO3)CC1	-3%	-8%	7%	-2%	-10%	·	3%	-5	·
13	Cc1ccc(SCC2=NN(c3nc(C)cc(C)n3)C(=O)C2)cc1	2%	-10%	-1%	-1%	9%	1%	1%	-5	-22%
14	O=C(COC(=O)CSc1nnc(-c2ccc(Cl)cc2)o1)Nc1cc(Cl)cc(Cl)c1	10%	4%	0%	-8%	2%	2%	10%	-5	-8%
15	Nc1ccc(S(=O)(=O)NNC(=O)C(=O)NNc2ccccc2)cc1	-2%	26%	-23%	-12%	-6%	27%	?	0	-11%
16	COc1ccc(S(=O)(=O)N2CCN(c3ccccc3OC)CC2)cc1-c1noc(C)n1	-1%	-18%	-12%	-3%	-16%	-2%	·	0	-1%
17	CC(C)(C)NC(=O)CSc1nc2ccccc2n1-c1ccccc1	1%	?	-17%	-5%	-16%	?	-1%	1	-19%
18	COCCN=C(NS(=O)(=O)c1cccs1)c1ccccc1Cl	3%	-18%	-8%	0%	-17%	·	15%	0	·
19	CC(=O)c1cc2c(cc1N/C(=N/S(=O)(=O)c1ccc(Br)cc1)c1ccccc1)OCO2	4%&0%	-12%&24%	?	10%	-6%&-1%	45%&2%	-1%	0&-3	-6%&-6%
20	CCCCN(Cc1ccccc1)S(=O)(=O)c1ccc2[nH]c(=O)oc2c1	-14%	-8%	-24%	4%	-2%	10%	-7%	-2	-13%
21	COc1ccc(Cn2ccnc2SCC(=O)Nc2cccc(NC(C)=O)c2)cc1	4%	18%	?	-1%	7%	?	0%	-9	-18%
22	COc1ccc(C2c3c(n(C)c4ccccc34)C(=O)N2CC(=O)Nc2ccc(Cl)cc2)cc1 (stereo not given)	-1%	19%	-19%	-14%	-14%	-10%	·	-17	-3%
23	COc1cccc(CNC(=O)C2=C(C)C(=O)OC23CCCCCC3)c1	1%	0%	-8%	-10%	-10%	3%	·	0	-4%
24	COc1ccc(C(OC(=O)c2ccco2)C(=O)NC2CCCCC2)cc1 (stereo not given)	-2%	-10%	-12%	10%	-1%	0%	5%	-5	-3%
25	Cn1c(SCC(=O)N2CCCC2)nc2ccccc21	20%	7%	12%	-3%	-6%	0%	-3%	-3	-8%
26	CNC(=O)c1nnsc1S(=O)c1ccc(Cl)cc1 (stereo not given)	-4%	?	-7%	-7%	-5%	26%	-2%	-7	-1%
27	O=C(Nc1ccc2c(c1)CCC2)c1cnc(Cl)c(Cl)c1	-3%	?	4%	-12%	-22%	1%	-3%	-3	-11%
28	CC(=O)c1ccc(OCc2cc(C(=O)N3CCN4CCCC4C3)no2)cc1 (stereo not given)	-1%	26%	-1%	-18%	-4%	3%	-7%	-2	?
29	COCC(C)n1c(C)cc(C(=O)CSc2nc(C)c(C)c(C)n2)c1C (stereo not given)	2%	-26%	1%	-5%	-17%	-2%	-3%	-4	-12%
30	CCNc1nc(Oc2ccc(C(=O)OC)cc2)nc(N2CCOCC2)n1	5%	-20%	5%	3%	-16%	0%	5%	-2	-2%
31	CCCCn1c(=O)[nH]c(=O)c2c1nc(CN1C(=O)c3ccccc3S1(=O)=O)n2CCC	0%	-19%	3%	-3%	-9%	29%	13%	-4	-21%
32	CC1=C(C(=O)Nc2cccnc2)C(c2ccc(Cl)cc2)n2nc(SCc3ccccc3)nc2N1 (stereo not given)	-2%	16%	-14%	-4%	-19%	4%	·	-7	-12%
33	CCOC(=O)CNC(=O)CNC(=O)c1nn(-c2ccc(OC)c(OC)c2)c(=O)c2ccccc12	8%	-14%	14%	0%	-4%	5%	-3%	0	7%
34	NNC(=S)NCc1ccc2c(c1)OCO2	-1%	-41%	-26%	-1%	-13%	2%	4%	-6	-14%
35	Cc1ccc(S(=O)(=O)N(C)C)cc1NC(=O)COC(=O)C1CC1	-4%	8%	8%	-4%	-8%	·	-13%	-7	·
36	Cc1ccc(C(CNC(=O)Nc2ccc(Cl)cc2)N2CCN(C)CC2)cc1 (stereo not given)	-13%	24%[11.4 µM]	7%	-8%	8%	-1%	9%	-12	-9%
37	CCOc1ccc(C(=O)Nc2ccc3c(c2)OCCO3)cc1[N+](=O)[O-]	4%	7%	-5%	3%	-15%	3%	3%	-1	-20%
38	COc1cc(OC)nc(NC(=O)NS(=O)(=O)c2ccccc2Cl)n1	16%	-17%	-20%	-6%	-16%	0%	-1%	-3	-3%
39	Cc1ccc(NC(=O)NC2(C(=O)NCc3ccccc3)CCCCC2)cc1	·	11%	11%	1%	0%	9%	-3%	-5	-9%
40	CC(C)CCn1c(SCC(=O)c2ccccc2)nc2c1c(=O)[nH]c(=O)n2C	6%	20%	9%	-11%	6%	4%	2%	-4	-12%
41	CCc1nnc(NC(=O)c2oc3ccc(Br)cc3c2C)s1	9%	7%	2%	-25%	3%	·	24%	-6	·

# Among those listed so far, eight contain an aryl thioether with sulfur outside any ring.
no.	SMILES	ERG-DNA inh	RGS4 inhibitor	12-LOX inh	Pol kappa inh	Pol eta inh	Pol beta inh	APE1 inh	LDHA block	Anesthetic bind
13	Cc1ccc(SCC2=NN(c3nc(C)cc(C)n3)C(=O)C2)cc1	2%	-10%	-1%	-1%	9%	1%	1%	-5	-22%
14	O=C(COC(=O)CSc1nnc(-c2ccc(Cl)cc2)o1)Nc1cc(Cl)cc(Cl)c1	10%	4%	0%	-8%	2%	2%	10%	-5	-8%
17	CC(C)(C)NC(=O)CSc1nc2ccccc2n1-c1ccccc1	1%	?	-17%	-5%	-16%	?	-1%	1	-19%
21	COc1ccc(Cn2ccnc2SCC(=O)Nc2cccc(NC(C)=O)c2)cc1	4%	18%	?	-1%	7%	?	0%	-9	-18%
25	Cn1c(SCC(=O)N2CCCC2)nc2ccccc21	20%	7%	12%	-3%	-6%	0%	-3%	-3	-8%
29	COCC(C)n1c(C)cc(C(=O)CSc2nc(C)c(C)c(C)n2)c1C (stereo not given)	2%	-26%	1%	-5%	-17%	-2%	-3%	-4	-12%
32	CC1=C(C(=O)Nc2cccnc2)C(c2ccc(Cl)cc2)n2nc(SCc3ccccc3)nc2N1 (stereo not given)	-2%	16%	-14%	-4%	-19%	4%	·	-7	-12%
40	CC(C)CCn1c(SCC(=O)c2ccccc2)nc2c1c(=O)[nH]c(=O)n2C	6%	20%	9%	-11%	6%	4%	2%	-4	-12%
